# Screens: PubChem, Sanford-Burnham Center for Chemical Genomics
# UPR CHOP act: apoptotic UPR (CHOP) activation; AID 449763; actives 0.34% (n = 330,000); CHO-CHOP luciferase reporter, luminescence; percent of tunicamycin response over DMSO baseline; activation, % at 10 µM;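 active = at 10 µM dose, activation of 40% or more, normalized to positive control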;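 note: 100% = tunicamycin at 10 µg/mL and 0% = DMSO alone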
#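 System: CHO-CHOP luciferase reporter cell line; amount: 500 cells/well; buffer or medium: F12 medium containing 10% fetal bovine serum; incubation: 6 h compound exposure at 37 °C after overnight seeding; measured by: luciferase luminescence after 10 min with Steady-Glo reagent; evaluation: % reporter activation, DMSO baseline versus tunicamycin full activation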
# APJ agonist: agonists of human APJ apelin receptor | actives 0.11% (n = 330,000) | activation, % at 20 µM | CHO-K1 APJ PathHunter beta-arrestin, luminescence; 0% DMSO wells, 100% apelin;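 active = activation more than six SD over the plate average, tested at 20 µM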;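 note: 0% = DMSO alone and 100% = apelin-13 at 10 nM; some results filed as inactive read as strong as hits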
#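 Incubation: overnight seeding, 90 min compound at 25 °C, 1 h detection; test system: PathHunter CHO-K1 APJ (AGTRL-1) beta-arrestin reporter cells; amount: 1000 cells/well; doses: one dose, 20 µM compound, 1% DMSO; measured by: beta-gal luminescence; measure: agonist-driven arrestin binding to APJ; benchmarks: negative DMSO alone, positive Apelin-13 at 10 nM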
# Jurkat NFkB inh: lowers PMA/ionomycin-induced NF-kB signal in Jurkat cells; AID 435003; PMA/ionomycin-induced NF-kB luciferase reporter, luminescence; inhibition, % at 4 µM; actives 0.53% (n = 330,000); in the data active = inhibition above about 50%
# tim23-1 inh: growth inhibitors of tim23-1 mutant yeast; S. cerevisiae tim23-1 growth, BacTiter-Glo luminescence, 24 h; inhibition, % at 20 µM; actives 1.3% (n = 330,000);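 active = growth inhibition of the mutant yeast at or above 50%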;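 note: temperature-sensitive mutant grown at 25 °C; plate controls were DMSO-treated mutant yeast for no effect and medium wells lacking yeast for full effect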
# Mdm2-MdmX inh: disrupts the human Mdm2-MdmX interaction | O15151+Q00987 | SaOS-2 split-luciferase Mdm2/MdmX complementation, luminescence | inhibition, % at 8 µM | actives 3% (n = 330,000);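 active = inhibition of at least 50% at 8 µM in the primary screen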
# Target sequence (O15151 whole entry, looked up): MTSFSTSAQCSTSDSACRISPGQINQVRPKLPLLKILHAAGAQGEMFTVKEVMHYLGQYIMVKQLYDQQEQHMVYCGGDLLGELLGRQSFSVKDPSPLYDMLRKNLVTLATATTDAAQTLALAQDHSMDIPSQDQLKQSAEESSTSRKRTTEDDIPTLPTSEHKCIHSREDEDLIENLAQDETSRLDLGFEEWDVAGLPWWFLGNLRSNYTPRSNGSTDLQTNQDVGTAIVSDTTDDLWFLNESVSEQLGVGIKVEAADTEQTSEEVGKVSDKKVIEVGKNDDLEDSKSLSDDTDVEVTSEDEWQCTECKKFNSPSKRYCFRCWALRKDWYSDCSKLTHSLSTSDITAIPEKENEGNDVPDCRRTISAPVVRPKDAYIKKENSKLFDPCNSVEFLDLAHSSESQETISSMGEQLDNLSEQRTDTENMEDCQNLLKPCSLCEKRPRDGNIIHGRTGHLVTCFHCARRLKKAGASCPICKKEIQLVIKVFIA
# Target sequence (Q00987 whole entry, looked up): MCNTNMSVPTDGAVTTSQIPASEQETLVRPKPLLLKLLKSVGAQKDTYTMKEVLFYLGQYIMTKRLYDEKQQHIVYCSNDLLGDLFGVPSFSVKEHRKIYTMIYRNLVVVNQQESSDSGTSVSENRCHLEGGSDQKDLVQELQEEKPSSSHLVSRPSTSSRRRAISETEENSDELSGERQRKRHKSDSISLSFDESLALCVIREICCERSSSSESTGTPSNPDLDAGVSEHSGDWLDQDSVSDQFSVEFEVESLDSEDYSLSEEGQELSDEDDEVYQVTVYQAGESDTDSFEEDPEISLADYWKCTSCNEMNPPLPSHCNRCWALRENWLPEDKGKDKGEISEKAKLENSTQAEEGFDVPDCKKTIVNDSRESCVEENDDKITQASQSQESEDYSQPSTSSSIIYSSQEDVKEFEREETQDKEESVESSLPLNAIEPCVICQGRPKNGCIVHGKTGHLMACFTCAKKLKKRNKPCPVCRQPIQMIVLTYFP
# 697 NFkB inh: inhibitors of the PMA/ionomycin-induced NF-kB reporter in 697 B cells; 697 B-cell NF-kB luciferase reporter, 16 h; inhibition, % at 4 µM; actives 0.33% (n = 330,000); AID 435022; in the data active = inhibition above about 35%
# APJ antagonist: APJ receptor antagonism. CHO-K1 APJ beta-arrestin complementation, luminescence. inhibition, % at 20 µM. P35414. AID 2521. actives 0.32% (n = 330,000);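 active = inhibition above about 40% at 20 µM, limit read from the data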;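 note: cells challenged with 10 nM apelin-13 agonist together with compound; plate controls were apelin-13 plus DMSO wells for no effect and DMSO wells lacking apelin-13 for full effect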
# UPR XBP1 act: adaptive UPR (XBP1) activation | CHO-XBP1 luciferase reporter, IRE1-XBP1 UPR activation, luminescence; percent of tunicamycin response, DMSO as zero | activation, % at 20 µM | actives 0.33% (n = 330,000) | AID 463104;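 active = versus positive control, 20 µM dose yields 30% or more activation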;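 note: 100% = tunicamycin at 10 µg/mL and 0% = DMSO only wells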
#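 Test system: CHO-XBP1 luciferase reporter cells | Buffer or medium: Serum-containing F12 medium, 10% FBS | Schedule: 6 h compound exposure at 37 °C, 5% CO2 | Detection: Steady-Glo luciferase glow luminescence, 10 min after reagent addition | Read-out basis: Activation, % of tunicamycin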
# Active calls of the source: *.
SMILES,UPR CHOP act,APJ agonist,Jurkat NFkB inh,tim23-1 inh,Mdm2-MdmX inh,697 NFkB inh,APJ antagonist,UPR XBP1 act
CCc1nc(CN(C)C(=O)C2CCC(=O)N(Cc3cccc(F)c3)C2)no1 (configuration not stated),-2.7,-3.4,-3.9,13.7,11.0,-34.9,11.7,-6.5
Cc1ccccc1-c1ccc(=O)n(CC(=O)Nc2ccc(S(=O)(=O)N(C)C)cc2)n1,-1.0,1.6,5.2,13.3,3.1,-5.3,16.2,-4.4
CCCCS/C(N)=N/N=C/c1cc(C)ccc1O,0.5,-2.9,-41.8,21.8,-59.7,-15.7,1.0,4.5
Cc1cccc(N=Nc2c(N)n[nH]c2-c2ccc(Cl)cc2)c1,0.3,-4.2,7.6,7.8,29.9,5.3,20.4,1.8
Cc1cc(NC(=O)CN2C(=O)/C(=C/c3cccc(Br)c3)SC2=S)no1,1.0,-0.1,14.5,-5.9,-46.2,8.8,-12.5,-0.5
Cc1c(/C=C2\SC(=Nc3cccc(C(=O)O)c3)NC2=O)c2ccccc2n1C,-0.5,-2.6,4.2,7.8,1.5,4.0,-9.8,0.0
CC(C)CC(NC(=O)/C(=C\c1ccco1)NC(=O)c1ccco1)C(=O)O (configuration not stated),-1.1,2.6,-0.1,-0.2,6.3,6.5,8.4,-3.3
Cc1ccc(NC(=O)CSc2nnc(-c3ccncc3)o2)cc1C,1.8,0.8,-10.3,-3.0,-18.0,-1.6,-2.7,-4.0
C/C(CCc1ccco1)=N/NC(=O)CCC(=O)Nc1ccc(Br)cc1,0.5,-3.7,2.6,7.0,0.9,6.4,13.9,-3.5
COc1ccc(CC(=O)Nc2ccc3nc(SC)sc3c2)cc1OC,-0.4,0.0,1.6,15.6,-15.1,15.3,-9.4,0.3
CCN1CCN(c2ccc(NC(=O)c3ccc4c(c3)OCO4)cc2)CC1,0.9,-2.8,-61.3,-13.5,-62.4,-10.9,18.8,1.7
N#CC(c1ccncc1)(c1ncc(C(F)(F)F)cc1Cl)N1CCOCC1 (configuration not stated),1.6,-0.4,-7.8,10.7,-13.5,-1.0,5.9,-2.0
Cc1ccc(NC(=O)c2ccc(=O)n(CC(=O)Nc3ccccc3)n2)cc1,1.8,1.2,11.7,-6.4,-2.7,-17.4,17.7,-4.7
CCOC(=O)C1=C(CC)OC(N)=C(C#N)C1c1ccsc1 (configuration not stated),-1.4,-0.2,-0.9,13.1,9.6,12.5,4.3,-3.8
CCc1nc(N2CCN(C(=O)c3ccco3)CC2)c(C#N)c2c1COC(C)(C)C2,2.8,1.2,-5.0,30.2,26.1,-4.2,-6.5,-1.6

# Reprinted at random: three records from the list
SMILES,UPR CHOP act,APJ agonist,Jurkat NFkB inh,tim23-1 inh,Mdm2-MdmX inh,697 NFkB inh,APJ antagonist,UPR XBP1 act
Cc1ccc(NC(=O)CSc2nnc(-c3ccncc3)o2)cc1C,1.8,0.8,-10.3,-3.0,-18.0,-1.6,-2.7,-4.0
Cc1ccccc1-c1ccc(=O)n(CC(=O)Nc2ccc(S(=O)(=O)N(C)C)cc2)n1,-1.0,1.6,5.2,13.3,3.1,-5.3,16.2,-4.4
CC(C)CC(NC(=O)/C(=C\c1ccco1)NC(=O)c1ccco1)C(=O)O (configuration not stated),-1.1,2.6,-0.1,-0.2,6.3,6.5,8.4,-3.3

# (listing goes on)
SMILES,UPR CHOP act,APJ agonist,Jurkat NFkB inh,tim23-1 inh,Mdm2-MdmX inh,697 NFkB inh,APJ antagonist,UPR XBP1 act
COc1ccccc1-c1cc(C(=O)NCCCn2ccnc2)no1,0.7,0.2,-10.7,11.4,0.4,8.8,0.4,-3.7
CCCN1C2CCCC1CC(NC(=O)c1ccc(F)cc1)C2 (configuration not stated),-1.1,4.3,2.7,14.9,-2.9,-10.5,-17.3,0.9
CCOC(=O)C1CCN(S(=O)(=O)Cc2ccccc2)CC1,-1.9,-5.8,-3.5,6.6,10.8,-0.9,9.7,-2.3
Cc1ccccc1N1CCN(C2CCCN(C(=O)CCc3c(C)noc3C)C2)CC1 (configuration not stated),0.7,-6.1,5.3,17.0,-6.4,-14.6,-35.3,-3.0
Cc1cccc(C(=O)OCC(=O)Nc2ccc3c(c2)OCCO3)c1O,2.5,-3.1,2.9,17.6,7.8,0.9,17.0,-1.8
Cc1cc(C)c(NC(=O)COC(=O)/C=C/c2cccc(C(F)(F)F)c2)c(C)c1,-2.2,0.8,11.4,-1.6,2.9,4.8,-8.6,1.3
COc1ccc(CC(=O)Nc2ccc(N3CCOCC3)cc2)cc1OC,-0.7,0.9,-0.4,11.5,18.0,0.2,-11.2,-0.2
N#C/C(=N\Nc1ccc(Br)cc1)C(=N)N1CCOCC1,7.9,-4.3,-37.1,-5.0,-31.5,-56.2,-3.8,8.6
CC(C)(C)c1ccc2c(c1)N(CC(=O)N1CCCC1)C(=O)CO2,-1.8,-1.2,-2.8,11.1,6.9,7.5,-15.3,-5.3
CCc1nnc(NC(=O)CSc2ncc(-c3ccccc3)n2C)s1,0.4,2.2,-27.6,6.7,18.9,-18.8,13.4,-1.6
O=C(CCNC(=O)c1ccc(Br)cc1)NCC(c1ccco1)N1CCCCC1 (configuration not stated),-0.9,-2.2,0.7,5.6,-5.4,12.2,-58.7,-2.1
O=C(CNC(=S)N(CCCN1CCOCC1)Cc1cccs1)NCc1ccc(Cl)cc1,-1.0,6.5,10.7,0.6,2.7,9.4,-8.0,-1.7
CCOC(=O)c1ccc(NC(=O)NCc2c(C)nn(CC)c2C)cc1,0.2,0.0,-6.9,-2.7,9.3,0.2,-1.5,1.1
O=C(c1ccc2c(c1)N(Cc1ccccc1)C(=O)c1ccccc1S2)N1CCCC1,1.9,6.6,5.4,34.4,19.9,32.4,-11.7,-1.7
CCCCN(CC)S(=O)(=O)c1ccccc1,0.3,-4.9,3.2,0.3,13.3,32.0,4.0,1.9
O=C(Nc1ccc(C(F)(F)F)cc1)c1ccccc1Br,2.0,0.6,-35.6,24.9,-14.0,-20.0,-33.2,0.1
CNC(=S)NNC(=O)c1ccccc1Br,-0.9,-1.8,6.7,1.1,0.7,-10.6,11.1,-1.6
COc1ccc(C=O)cc1OC(=O)C1(C)Cc2ccccc2C(=O)O1 (configuration not stated),-0.3,-1.0,-4.9,-1.4,-19.6,19.5,2.5,-2.4
Cc1cccc[n+]1CC(=O)c1ccc(NC(=O)c2ccccc2)cc1,1.7,-1.8,-25.1,1.6,8.0,-11.4,-12.5,-3.2
COC(=O)c1cn(NC(=O)/C=C/c2cc(OC)ccc2OC)c(=O)c2ccccc12,0.8,-2.6,-3.4,-4.0,21.9,9.6,-5.5,-1.0
O=C(O)CCCCCCNS(=O)(=O)c1ccccc1,-1.2,-2.8,-4.8,-3.6,10.6,1.7,-3.2,-2.8
COc1ccc(OCc2cc(C(=O)N(C)Cc3nnc(C)o3)no2)c(Cl)c1,5.4,-2.2,-60.6,12.3,-40.7,-65.7,16.2,-1.9
CCn1nnnc1SCC(=O)N1CCCc2ccccc21,1.0,8.0,0.6,34.6,-21.7,6.3,4.9,-0.3
COc1cc(-c2nnc(SCC3(c4ccccc4)OCCO3)o2)cc(OC)c1OC,0.1,-1.9,-8.9,2.5,48.0,8.8,-7.3,2.3
O=C1CN(C(=O)CNC(=O)c2ccc(Cl)cc2Cl)CCN1,1.5,3.1,1.8,3.8,1.5,-1.5,16.7,1.9
C/C(=N\NC(=O)c1nnn(-c2nonc2N)c1CSc1ccccc1)c1ccco1,0.7,0.0,0.1,22.8,23.5,-19.0,6.9,-1.6
CC(NC(=O)c1ccc(F)cc1)c1ccc(F)cc1 (configuration not stated),0.9,1.0,17.5,-2.0,-0.5,26.3,4.9,-3.4
O=C(COC(=O)c1ccc(O)cc1O)N=c1sccn1Cc1ccccc1Cl,2.4,0.6,2.7,14.8,8.3,-6.9,12.2,3.1
CC(=O)N(CCC(Cc1ccccc1)c1ccc2c(c1)OCO2)Cc1ccc(Cl)cc1 (configuration not stated),2.3,2.0,-0.5,5.2,25.5,12.5,6.3,2.5
O=C(NCc1ccco1)c1ccc(-c2ccccc2Cl)o1,3.9,-0.1,-17.6,45.0,-4.4,-3.4,-3.3,-1.9
CC1CCCC(C)N1CCCNC(=O)Cn1c(=O)c2cccn2c2cccnc21 (configuration not stated),-0.5,-6.9,-11.9,-5.8,14.1,1.7,-5.0,-5.0
O=C(Nc1nc2ccccc2n1CCN1CCCCC1)C1CCCCC1,-0.9,-0.4,-12.9,12.8,-1.5,-27.6,-2.9,0.6
CC(NC(=O)C1CCN(C(=O)c2cccs2)CC1)c1ccc(S(N)(=O)=O)cc1 (configuration not stated),-1.5,0.3,-0.5,-13.7,-2.5,17.3,4.2,-1.4
CN(C)c1ccc(C=NCCC2(c3ccccc3)CCOC(C)(C)C2)cc1 (configuration not stated),-0.5,-6.1,-11.1,5.5,-0.5,-4.5,-14.5,-1.1
CCSc1ncc(CO)c(N)n1,1.3,-3.0,-12.3,-10.6,-2.9,19.1,-4.1,-3.1
O=C(COc1ccc2ccccc2c1)Nc1cccc2cccnc12,2.0,-0.1,-6.1,-9.8,22.2,-22.4,-6.5,-2.3
O=S(=O)(/N=C(/c1ccc(Cl)cc1)N1CCOCC1)c1ccc(Cl)cc1,-0.5,-2.7,13.2,9.9,-6.5,21.5,8.6,-1.0
Cc1ccc(C)c(C(=O)COC(=O)CCCC(=O)Nc2cc(C(F)(F)F)ccc2Cl)c1,-0.2,-4.2,-1.8,22.1,3.3,12.9,5.9,-1.0
CC(=O)Nc1cc(C(=O)N2CCCC2)ccc1S(=O)(=O)c1ccc(C)cc1,-2.4,-1.1,15.9,-0.5,5.0,18.0,25.9,-4.5
O=c1c(F)cn(C2CCCO2)c(=O)n1Cc1c(Cl)cccc1Cl (configuration not stated),-1.5,-4.3,0.0,17.0,-1.2,3.5,13.5,-1.6
CC(=O)Nc1cc(-n2cnnn2)ccc1C,-0.2,-1.4,14.9,-5.5,13.6,11.5,-0.3,1.0
O=C1c2ccccc2-c2c1cccc2C(=O)N1CCN(C(=O)c2ccco2)CC1,-1.4,-1.9,2.9,20.9,-16.1,-16.3,9.8,-2.1
c1ccc2c(N3CCOCC3)c3c(nc2c1)CCC3,-0.3,-4.2,-4.3,15.7,16.6,-19.4,-8.0,-2.4
O=C(c1ccc(Sc2ccccc2)c([N+](=O)[O-])c1)N1CCOCC1,1.2,-3.8,-3.7,30.4,-16.3,6.8,10.0,1.6
CNC(=O)COc1ccc(S(=O)(=O)Nc2ccc(OC)cc2)cc1,-1.5,-2.7,-16.9,17.3,16.7,-24.0,-20.9,-3.1
CCN=C1SC(CC(=O)NC(N)=O)C(=O)N1CC (configuration not stated),3.5,-1.5,11.9,-5.6,-3.4,18.1,3.3,0.1
COCCNc1oc(-c2ccco2)nc1S(=O)(=O)c1ccccc1,2.8,1.9,-2.4,1.8,12.1,-19.2,-7.7,-1.4
Cc1ccc(C(CNC(=O)Nc2cccc(C)c2)N2CCN(C)CC2)cc1 (configuration not stated),-1.4,11.3,-16.9,11.1,4.8,-35.1,9.4,-3.9

# Single records (already shown). Screens in order: UPR CHOP act | APJ agonist | Jurkat NFkB inh | tim23-1 inh | Mdm2-MdmX inh | 697 NFkB inh | APJ antagonist | UPR XBP1 act
# CNC(=O)COc1ccc(S(=O)(=O)Nc2ccc(OC)cc2)cc1 in the list: -1.5 | -2.7 | -16.9 | 17.3 | 16.7 | -24.0 | -20.9 | -3.1
# O=S(=O)(/N=C(/c1ccc(Cl)cc1)N1CCOCC1)c1ccc(Cl)cc1 in the list: -0.5 | -2.7 | 13.2 | 9.9 | -6.5 | 21.5 | 8.6 | -1.0
